# Bioassay records (PubChem)
# V-ATPase pHluor: yeast V-ATPase proton transport regulation by pHLuorin; S. cerevisiae, pHLuorin cytosolic pH fluorescence; response, % at 10 µM; hit rate 0.37% among 350,000; AID 504577; in the data active = response mostly above about 7.3%, no sharp cut-off; inactive = mostly below about 5.4%; also: actives read high; inactives centre near 0; some compounds called inactive have numbers as strong as hits; reference of the scale not given here
# HTR5A inv ag: counter-screen for OPRM1-OPRD1 inverse agonists: human HTR5A inverse agonism; P47898; HTR5A cell line, luminescence; AID 504634; inhibition, % at 9.3 µM; hit rate 0.083% among 340,000; in the data active = inhibition mostly above about 23%, no sharp cut-off; inactive = mostly below about 18%;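 also: 0% = cells with DMSO and 100% = no-cell wells with DMSO; some compounds called inactive have numbers as strong as hits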
# Wnt act: activates Wnt/beta-catenin signaling in a reporter cell assay; hit rate 1.2% among 300,000; activation, % at 9.35 µM; AID 743398; activator, plate reader; in the data active = activation above about 30%, passing the limit was not always enough; inconclusive = no clear call, values can overlap the other calls;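 also: 0% = neutral control wells and 100% = positive control wells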
# MITF act: MITF TRPM1 promoter activation in melanoma cells. SK-MEL-5 TRPM1-promoter luciferase, 24 h; % of positive control, neutral wells = 0. activation, % at 12.5 µM. hit rate 0.75% among 300,000. AID 588334;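 active = mean activation of at least 80% with every replicate also reaching 80%; inconclusive = mean reaches 80% but some replicate falls short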;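 also: 0% = neutral control wells and 100% = parthenolide positive control wells; values of inactives mirror those of a sister screen read the other way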
# CDK5 p35 inh: CDK5/p35 (human) kinase inhibition | Q00535+Q15078 | Recombinant CDK5/p35, ADP-Glo luminescence, 60 min | inhibition, % at 10 µM | hit rate 0.01% among 330,000;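 active = highest replicate inhibition of at least 50% and at least 75% of replicates reaching 50%; inconclusive = only one of the two criteria met; inactive = both criteria failed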;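 also: plate controls were DMSO neutral control for no effect and GW8510 at 10 µM for full effect; many of its hits are not listed in these tables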
# SR-BI DiI inh: blocks mouse SR-BI lipid uptake from DiI-HDL; Q61009; ldlA[mSR-BI] CHO cells, DiI-HDL uptake fluorescence, 3 h; inhibition, % at 12.5 µM; hit rate 0.96% among 320,000; AID 488896;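 active = mean replicate inhibition of at least 70% and a set share of replicates each scoring 70 or more; inconclusive = meets just one of the two criteria; inactive = fails both criteria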;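 also: 0% = median of neutral control wells and 100% = median of positive control wells; values of inactives mirror those of a sister screen read the other way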
# NSD2 inh: inhibitors of human histone methyltransferase NSD2; O96028; NSD2 peptide methylation, AlphaScreen, 120 min; inhibition, % at 12.5 µM; hit rate 0.54% among 310,000; AID 743445; in the data active = inhibition above about 50%
# Target sequence (O96028 whole entry, looked up): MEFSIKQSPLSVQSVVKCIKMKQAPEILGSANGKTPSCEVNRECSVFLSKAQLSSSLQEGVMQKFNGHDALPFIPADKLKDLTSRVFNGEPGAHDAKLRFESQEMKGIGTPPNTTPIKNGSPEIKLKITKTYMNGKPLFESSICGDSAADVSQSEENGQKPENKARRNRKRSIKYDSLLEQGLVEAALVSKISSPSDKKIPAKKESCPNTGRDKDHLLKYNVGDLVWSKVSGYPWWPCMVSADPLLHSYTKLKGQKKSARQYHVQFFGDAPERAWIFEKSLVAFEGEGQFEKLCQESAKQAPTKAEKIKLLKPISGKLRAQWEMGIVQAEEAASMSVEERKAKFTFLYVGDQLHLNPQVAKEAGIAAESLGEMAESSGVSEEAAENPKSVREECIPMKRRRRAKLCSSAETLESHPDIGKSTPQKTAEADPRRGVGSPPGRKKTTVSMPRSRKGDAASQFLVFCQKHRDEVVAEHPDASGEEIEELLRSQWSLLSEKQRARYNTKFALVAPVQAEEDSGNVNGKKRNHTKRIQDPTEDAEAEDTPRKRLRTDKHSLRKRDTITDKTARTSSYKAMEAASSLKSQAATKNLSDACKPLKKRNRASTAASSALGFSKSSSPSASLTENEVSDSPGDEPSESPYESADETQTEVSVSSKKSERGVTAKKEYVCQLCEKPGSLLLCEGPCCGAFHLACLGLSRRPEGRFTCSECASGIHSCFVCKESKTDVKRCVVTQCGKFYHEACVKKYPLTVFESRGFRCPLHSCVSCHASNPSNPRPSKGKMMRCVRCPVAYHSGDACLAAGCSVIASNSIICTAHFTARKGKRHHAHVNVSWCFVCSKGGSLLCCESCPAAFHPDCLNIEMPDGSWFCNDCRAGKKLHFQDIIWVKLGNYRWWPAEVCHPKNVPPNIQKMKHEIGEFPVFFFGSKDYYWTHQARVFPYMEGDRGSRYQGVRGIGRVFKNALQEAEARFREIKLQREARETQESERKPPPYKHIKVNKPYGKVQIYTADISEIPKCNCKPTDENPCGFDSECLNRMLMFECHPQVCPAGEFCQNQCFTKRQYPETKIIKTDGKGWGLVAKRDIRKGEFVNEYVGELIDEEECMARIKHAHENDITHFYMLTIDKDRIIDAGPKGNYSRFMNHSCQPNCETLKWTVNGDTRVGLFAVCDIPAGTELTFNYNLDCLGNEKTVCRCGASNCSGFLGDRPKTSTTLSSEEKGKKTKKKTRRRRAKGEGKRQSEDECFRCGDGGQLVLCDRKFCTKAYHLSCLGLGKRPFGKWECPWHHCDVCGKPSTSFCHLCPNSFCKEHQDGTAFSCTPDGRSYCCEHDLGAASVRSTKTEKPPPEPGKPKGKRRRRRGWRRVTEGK
# PvdQ inh: P. aeruginosa PvdQ acylase inhibition; purified PvdQ acylase, fluorescence plate reader; inhibition, % at 10 µM; hit rate 0.063% among 340,000; AID 488965; in the data active = inhibition above about 30%, passing the limit was not always enough; inconclusive = no clear call, values can overlap the other calls;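 also: 0% = vehicle neutral wells and 100% = reference inhibitor wells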
# HTR5A ag ctr: counter-screen for OPRM1-OPRD1 agonists: human HTR5A agonism. P47898. HTR5A agonist assay, luminescence, cell-based. activation, % at 9.3 µM. hit rate 0.61% among 340,000. AID 504692; in the data active = activation mostly above about 9.5%, no sharp cut-off; inactive = mostly below about 7.6%;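 also: 0% = cells with vehicle only and 100% = reference agonist; strong numbers were not always called active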
# dFosB act: activators of mouse delta FosB homodimer | purified delta FosB, TAMRA-CDK5 oligo fluorescence polarization; percent of positive-control signal above neutral wells | hit rate 0.99% among 340,000 | activation, % at 25 µM | P13346;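 active = mean activation above about 17%, with every replicate also reaching it, limit read from the data, passing the limit was not always enough; inconclusive = only one of the two conditions met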;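 also: fluorescence polarization rise as delta FosB binds a TAMRA Cdk5 AP-1 oligo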
# * = called active by the depositor; ? = inconclusive; . = no result given. Rows are unselected. Share with any hit: about 5%.
SMILES,V-ATPase pHluor,HTR5A inv ag,Wnt act,MITF act,CDK5 p35 inh,SR-BI DiI inh,NSD2 inh,PvdQ inh,HTR5A ag ctr,dFosB act
CC(C)(C)c1csc(NC(=O)C2COc3ccccc3O2)n1 (centres undefined),-2.3,2.2,-0.4,66.4,1.2,8.0,-4.2,-14.0,0.8,-10.9
CCOc1cc2nc3c4ccccc4n(C)c3nc2cc1OCC,-2.3,10.5,3.2,34.3,-0.7,60.5,-30.5,-20.8,-4.4,-13.1
Cc1cc(F)ccc1S(=O)(=O)Nc1nc2ccccc2nc1Cl,-3.4,3.0,-0.4,-15.7,-1.1,.,1.8,4.2,-1.1,-2.3
Cc1ccc(Cn2nnc3c(=O)[nH]c(C4CCCN(C(=O)Nc5ccc(F)cc5F)C4)nc32)cc1 (centres undefined),-2.6,-3.6,.,-2.7,-1.7,-28.2,1.8,-1.7,2.6,-30.6
Cn1c(SCC(=O)Nc2cc([N+](=O)[O-])ccc2F)nnc1C(F)(F)F,2.1,-4.4,-5.3,7.3,1.4,-3.9,-1.0,-12.1,-3.7,0.9
O=C(CCCN1C(=O)c2ccccc2C1=O)NCc1cccnc1,4.9,-0.7,-7.3,-7.8,-2.6,-17.2,-2.2,-10.8,0.3,2.6
Cc1ccc(Cn2c(CN3CCN(C(=O)c4ccco4)CC3)nc3c2c(=O)n(C)c(=O)n3C)cc1,1.4,4.4,-8.0,.,0.4,11.7,0.5,-9.8,6.5,-5.5
Cn1c(=O)n(Cc2ccccc2)c(=O)c2c1nc1n2CCCN1CCc1ccccc1,0.2,-9.8,.,1.4,-1.9,13.6,4.2,-1.8,-5.5,-9.5
COC(=O)CSc1nc(NC(C)=O)nc(C)c1Br,3.9,-23.1,.,-2.2,-0.5,-14.2,6.1,-14.9,9.1,0.7
CCN(CC)C(=O)N1CCc2ccccc2C1CN1C(=O)c2ccccc2C1=O (centres undefined),-1.8,-11.7,.,-12.2,-0.4,-16.8,-0.2,3.8,1.0,6.5
CC1CCC(NC(=O)N(CCCl)N=O)CC1 (centres undefined),-3.2,-0.2,28.8,?,-0.1,-9.5,.,3.2,0.1,2.5
Cc1ccccc1C1(CCN2CCCCC2)CCOC(C)(C)C1 (centres undefined),-0.4,-20.5,-0.4,1.2,0.3,-9.5,3.2,-11.6,-4.8,-4.6
C=CCn1c(Br)nc2c1c(=O)n(C)c(=O)n2C,1.6,15.0,.,6.8,1.3,.,0.7,-10.6,-0.9,-5.8
C=C(C)c1cccc(C(C)(C)NC(=O)Nc2nnc(C(C)C)s2)c1,3.9,-9.2,-1.3,-1.6,0.3,-17.0,3.8,-8.0,3.1,-10.3
CN(C)C(CNC(=O)c1ccc(NS(=O)(=O)c2ccc3[nH]c(=O)[nH]c3c2)cc1)c1ccccc1 (centres undefined),-3.0,8.2,1.2,5.8,-0.4,7.1,-6.0,-9.6,-3.3,-1.7
CCN(CC)c1ccc2c(-c3ccc(S(=O)(=O)O)cc3S(=O)(=O)[O-])c3ccc(=[N+](CC)CC)cc-3oc2c1,2.2,22.7,.,-57.9,10.5,-23.0,61.3*,19.4,-6.4,62.9*
CCNc1nc(N)c(C(=O)C23CC4CC(CC(C4)C2)C3)s1,-3.3,-38.8,7.9,0.5,0.3,-4.6,3.5,0.3,-0.8,-10.3
CC(Sc1nncs1)C(=O)NCC(=O)Nc1ccc(F)c(F)c1F (centres undefined),-0.9,-3.6,-8.5,24.5,-1.0,1.7,-0.6,-15.1,2.5,-0.9
CCOC(=O)N1CCC(NC(=O)CC(NS(=O)(=O)c2ccc(C)cc2)c2ccco2)CC1 (centres undefined),1.7,7.2,.,6.9,0.5,-2.7,1.6,-4.2,-2.5,-4.6
Cc1sc2nc(CSc3nnnn3-c3ccc(Cl)cc3)[nH]c(=O)c2c1C,-1.7,1.4,.,3.5,0.0,10.7,-1.5,-1.9,-0.5,-14.8
CCOc1ccccc1NC(=O)Nc1ccc(Cl)cc1,4.5,-13.9,1.6,17.6,0.0,?,-1.6,3.7,4.9,-3.1
O=c1ccc2cc(S(=O)(=O)N3CCN(c4ccccc4)CC3)ccc2o1,0.7,-8.8,.,-0.2,-0.3,-7.8,-0.2,8.4,4.0,4.5
CC(=O)NC1C(=O)Nc2c1cccc2C(F)(F)F (centres undefined),-0.7,-5.4,.,0.8,-5.7,-0.6,-0.2,-27.8,3.2,3.6
CCCc1ccc(C#N)c(SC2CC(=O)N(c3ccc(OC)cc3)C2=O)n1 (centres undefined),-2.1,6.6,-0.1,1.7,0.2,-6.0,1.7,3.9,1.3,-7.6
O=C(O)C1CCCN(S(=O)(=O)c2ccccc2[N+](=O)[O-])C1 (centres undefined),2.9,7.4,-0.8,.,0.1,-27.5,-3.8,-0.9,-2.0,8.6
SMILES,V-ATPase pHluor,HTR5A inv ag,Wnt act,MITF act,CDK5 p35 inh,SR-BI DiI inh,NSD2 inh,PvdQ inh,HTR5A ag ctr,dFosB act
C#CCNCCS(=O)(=O)N(Cc1ccc(Br)cc1)[C@@H](CC(C)C)C(=O)O,-1.1,-9.6,-8.5,7.4,-0.5,-3.8,.,-20.3,2.8,-13.7
Cc1nc(SCC(=O)NNC(=O)c2ccc(F)cc2)c2ccccc2n1,-1.0,-31.4,-3.9,-19.3,1.0,15.1,-2.0,3.7,12.8*,-3.0
Cc1cnc(C(=O)NC2CC(C)(C)Cc3c2cnn3-c2ccccc2)cn1 (centres undefined),0.7,22.5,1.2,-6.6,2.1,18.8,20.9,-8.0,0.2,-11.8
C=Cc1ncc(OC)c2c1[nH]c1ccccc12,-2.6,16.5,.,-82.0,0.3,3.6,.,-13.4,7.5,-6.4
O=C(c1ccc(=O)[nH]c1)N(Cc1ccco1)C1(C(=O)NC2CCCCC2)CCCCC1,-1.7,7.1,-1.8,.,-3.9,25.2,-2.5,-7.9,-2.0,-1.2
O=C(CN1C(=O)NC(Cc2c[nH]c3ccccc23)C1=O)Nc1ccc(Br)cc1F (centres undefined),2.8,6.8,1.0,12.0,-0.8,-9.0,.,-3.4,-2.8,-0.3
Cc1ccc2c(c1)nnn2C1CCN(S(=O)(=O)c2ccc(C(=O)NC3CCCC3)cc2)CC1,-3.1,-4.4,-17.2,.,1.1,4.7,-1.4,-16.0,-0.8,12.1
CCOc1ccc2[nH]c3nc(SCC(=O)NCC4CCCO4)nnc3c2c1 (centres undefined),-0.7,0.3,-0.7,11.8,-0.9,.,-0.6,-0.5,-0.1,-9.2
CC(=C\c1ccco1)/C=C(\C#N)C(=O)NCCc1c[nH]c2ccccc12,-0.1,2.9,-0.8,1.6,1.7,-3.7,-1.2,-5.9,-1.1,-12.9
Cc1cc(Br)ccc1NC(=O)CNC(=O)Cn1ncc(Cl)c(Cl)c1=O,0.2,-1.1,-0.7,-93.7,1.7,1.9,-3.9,-16.1,0.4,9.8
COc1cc(Cl)c(C)cc1NC(=O)CCNC(=O)c1ccco1,-1.8,-14.3,-1.4,3.7,-1.3,10.7,14.9,-5.5,1.7,8.7
COc1ccccc1C(=O)CC(=O)c1ccccc1,-1.0,7.9,6.8,66.6,1.5,0.1,-0.4,5.9,-2.1,-10.8
COc1ccc(CNC(=O)c2cccc3c2C(=O)N(CC2CCCO2)C3)cc1 (centres undefined),1.9,-15.4,-2.0,.,-0.3,-12.3,.,-9.4,5.1,-3.2
CCC1=Nc2cc(C(=O)NCc3cccnc3)ccc2Sc2ccc(C)cc21,1.9,3.2,-7.0,-34.0,-0.6,.,.,-11.1,7.7,-17.2
Cc1ccc(NC(=O)N2C3CCCC2CC(NC(=O)C(C)(C)C)C3)cc1 (centres undefined),-0.3,3.1,-2.7,.,0.0,12.2,-3.3,-17.1,-0.8,-0.7
COc1ccccc1CNC(=O)C(=O)NCC1OCCN1S(=O)(=O)c1ccc2c(c1)OCCO2 (centres undefined),-2.0,-14.1,4.6,.,-1.0,-4.9,.,-17.6,4.6,3.5
Cn1cnc(C(=O)N2CCN(c3ccccc3)CC2)c1C(=O)N1CCN(c2ccccc2)CC1,-1.0,6.2,-6.1,1.6,-5.5,-17.3,.,5.9,-1.7,-0.6
COc1cccc(-c2nc(CS(=O)(=O)CC(=O)Nc3cc(F)ccc3F)c(C)o2)c1,-3.8,-13.6,-0.7,4.8,-0.6,45.5,-2.7,16.5,10.7*,14.5
N/C(=N\OC(=O)c1cccs1)c1cccc([N+](=O)[O-])c1,0.6,-16.2,12.8,44.9,2.4,5.4,-3.1,13.4,-0.5,1.5
NC(=O)c1ccc(NC(=O)COC(=O)/C=C/c2ccc3c(c2)OCO3)cc1,-1.9,6.1,-0.1,28.1,2.3,.,-0.8,-0.9,7.4,23.7*
Cn1nnnc1SCC(=O)Nc1ccc(Br)cc1Cl,3.2,2.6,.,22.3,-0.9,-8.1,.,-21.9,-1.1,5.0
Cc1ccc(NC(=O)c2cccs2)cc1S(=O)(=O)Nc1cccc(Cl)c1,-2.2,-21.0,-2.1,-1.8,-1.1,17.8,0.0,10.5,5.7,-11.4
Cc1nc2nc(NC(=O)c3ccco3)[nH]n2c(=O)c1C,0.0,13.2,-1.4,10.3,-3.6,-26.7,-0.8,-11.8,-3.5,1.8
COc1cccc(NC(=O)CN(Cc2ccccc2)S(C)(=O)=O)c1,-0.7,28.0,-0.8,2.6,0.7,-14.5,-1.6,6.0,4.5,-10.9
CC1CC(C)(C)CC2(C1)NC(=O)N(CC(=O)NCC(c1ccco1)N1CCCCC1)C2=O (centres undefined),2.0,5.5,.,0.2,1.5,1.6,2.0,-17.0,-1.9,-6.0
SMILES,V-ATPase pHluor,HTR5A inv ag,Wnt act,MITF act,CDK5 p35 inh,SR-BI DiI inh,NSD2 inh,PvdQ inh,HTR5A ag ctr,dFosB act
C[C@H](C(=O)O)c1n[nH]c(=O)c2ccccc12,2.6,-14.7,-2.5,.,0.4,-17.3,-9.3,-2.3,3.5,-4.8
CCCc1cc(=O)n2[nH]c(NC(=O)c3ccco3)nc2n1,-1.3,-7.9,-0.2,-3.2,-3.0,-58.2,1.2,-12.6,-4.1,-8.0
Cc1ccc2c(COC(=O)C34CC5CC(CC(C5)C3)C4)cc(=O)oc2c1,-1.8,-0.8,.,102.9*,0.3,-7.1,-0.9,-10.0,0.3,-9.6
CCOc1ccc(S(=O)(=O)Nc2ccc(C(=O)N/N=C(\C)c3ccc(-n4ccnc4)cc3)cc2)cc1,1.8,-8.0,.,.,0.0,10.7,5.1,3.4,2.6,-1.2
COc1ccc(NC(=O)CSc2nc(-c3ccncc3)nn2CC(=O)N2CCCC2)cc1,-2.8,2.1,.,.,0.4,0.2,-1.3,-4.8,-1.1,-2.7
Cc1ccc(-c2csc3nnc(SCC(=O)Nc4cccc(C)n4)n23)cc1,-0.4,15.3,.,14.1,0.5,15.1,-1.9,-14.5,5.8,-0.7
NC(=O)CC(NC(=O)c1ccc(Br)cc1)c1ccc(N2CCN(c3ccccn3)CC2)c([N+](=O)[O-])c1 (centres undefined),-0.3,-4.1,-1.1,-1.2,1.4,-33.3,.,-2.3,-1.8,-5.4
